High-throughput results deposited in PubChem BioAssay by several laboratories.
cardiac RTF act: increases calcium sensitivity of human cardiac regulated thin filaments; IANBD-labeled TnC RTF fluorescence at EC20 calcium; 0% EC20 calcium, 100% full calcium; activation, % at 7.2 µM; actives 0.24% (n = 340,000); AID 493008;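 active = activation above the mean over all tested compounds plus 3 SD, cut at about 30% in these data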;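 also: rise in fluorescence read as greater calcium sensitivity of cardiac thin filaments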
HTR5A ag ctr: counter-screen for OPRM1-OPRD1 agonists: human HTR5A agonism. P47898. HTR5A agonist assay, luminescence, cell-based. activation, % at 9.3 µM. actives 0.61% (n = 340,000). AID 504692; in the data active = activation mostly above about 9.5%, no sharp cut-off; inactive = mostly below about 7.6%;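 also: 0% = cells with vehicle only and 100% = reference agonist; strong numbers were not always called active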
Target sequence (P47898 whole entry, looked up): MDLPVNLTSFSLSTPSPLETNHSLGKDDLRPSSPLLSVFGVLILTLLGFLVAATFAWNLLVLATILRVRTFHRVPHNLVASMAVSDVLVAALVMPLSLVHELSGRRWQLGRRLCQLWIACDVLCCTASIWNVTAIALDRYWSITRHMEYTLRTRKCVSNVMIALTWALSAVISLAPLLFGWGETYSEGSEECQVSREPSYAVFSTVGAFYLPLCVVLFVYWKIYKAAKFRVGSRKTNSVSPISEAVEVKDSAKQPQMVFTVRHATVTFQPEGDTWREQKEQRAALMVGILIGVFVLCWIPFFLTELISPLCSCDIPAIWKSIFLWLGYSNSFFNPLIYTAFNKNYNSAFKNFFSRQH
MITF TRPM1 HTS: increases MITF-driven TRPM1 promoter luciferase signal; SK-MEL-5 TRPM1-promoter luciferase, 24 h; % of positive control, neutral wells = 0; activation, % at 12.5 µM; actives 0.75% (n = 300,000); AID 588334;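 active = mean activation of at least 80% with every replicate also reaching 80%; inconclusive = mean reaches 80% but some replicate falls short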;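 also: 0% = neutral control wells and 100% = parthenolide positive control wells; values of inactives mirror those of a sister screen read the other way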
Rtt109 Vps75: inhibitors of Candida albicans Rtt109/Vps75 histone acetyltransferase; AID 540336; inhibition, % at 34.9 µM; actives 0.16% (n = 330,000); purified Rtt109/Vps75, ThioGlo CoA-SH fluorescence, 4 h; Q5AAJ8;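 active = inhibition of at least 50% in every replicate; inconclusive = best replicate reaches 50% inhibition but some replicates fall short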
PvdQ inh: P. aeruginosa PvdQ acylase inhibition; purified PvdQ acylase, fluorescence plate reader; inhibition, % at 10 µM; actives 0.063% (n = 340,000); in the data active = inhibition above about 30%, passing the limit was not always enough; inconclusive = no clear call, values can overlap the other calls;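 also: 0% = vehicle neutral wells and 100% = reference inhibitor wells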
dFosB act: activators of mouse delta FosB homodimer. P13346. purified delta FosB, TAMRA-CDK5 oligo fluorescence polarization; percent of positive-control signal above neutral wells. activation, % at 25 µM. actives 0.99% (n = 340,000);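 active = mean activation above about 17%, with every replicate also reaching it, limit read from the data, passing the limit was not always enough; inconclusive = only one of the two conditions met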;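 also: fluorescence polarization rise as delta FosB binds a TAMRA Cdk5 AP-1 oligo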
Wnt bcat act: activates Wnt/beta-catenin signaling in a reporter cell assay. actives 1.2% (n = 300,000). activator, plate reader. activation, % at 9.35 µM. AID 743398; in the data active = activation above about 30%, passing the limit was not always enough; inconclusive = no clear call, values can overlap the other calls;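 also: 0% = neutral control wells and 100% = positive control wells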
SR-BI DiI inh: inhibitors of mouse SR-BI mediated HDL lipid uptake; ldlA[mSR-BI] CHO cells, DiI-HDL uptake fluorescence, 3 h; inhibition, % at 12.5 µM; Q61009; actives 0.96% (n = 320,000);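 active = mean replicate inhibition of at least 70% and a set share of replicates each scoring 70 or more; inconclusive = meets just one of the two criteria; inactive = fails both criteria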;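 also: 0% = median of neutral control wells and 100% = median of positive control wells; values of inactives mirror those of a sister screen read the other way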
Target sequence (Q61009 whole entry, looked up): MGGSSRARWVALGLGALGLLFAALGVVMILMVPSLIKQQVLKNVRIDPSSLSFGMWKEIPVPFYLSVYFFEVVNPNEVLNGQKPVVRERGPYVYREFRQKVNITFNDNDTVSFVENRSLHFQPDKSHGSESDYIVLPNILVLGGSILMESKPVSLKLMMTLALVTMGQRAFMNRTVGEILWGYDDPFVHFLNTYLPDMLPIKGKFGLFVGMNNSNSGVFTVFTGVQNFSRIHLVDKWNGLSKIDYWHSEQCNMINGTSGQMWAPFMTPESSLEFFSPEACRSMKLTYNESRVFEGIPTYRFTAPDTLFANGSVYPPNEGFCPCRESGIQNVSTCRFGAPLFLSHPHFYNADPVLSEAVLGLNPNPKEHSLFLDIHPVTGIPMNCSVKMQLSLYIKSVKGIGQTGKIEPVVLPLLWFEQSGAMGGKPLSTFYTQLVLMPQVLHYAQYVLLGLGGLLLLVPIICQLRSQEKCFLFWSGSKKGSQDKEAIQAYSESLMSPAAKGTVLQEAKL
CDK5 p35 inh: CDK5/p35 (human) kinase inhibition | Recombinant CDK5/p35, ADP-Glo luminescence, 60 min | inhibition, % at 10 µM | actives 0.01% (n = 330,000) | AID 488839;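 active = highest replicate inhibition of at least 50% and at least 75% of replicates reaching 50%; inconclusive = only one of the two criteria met; inactive = both criteria failed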;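 also: plate controls were DMSO neutral control for no effect and GW8510 at 10 µM for full effect; many of its hits are not listed in these tables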
SR-BI uptake up: SR-BI HDL lipid transfer activation; activation, % at 12.5 µM; CHO ldlA[mSR-BI] cells, DiI-HDL uptake fluorescence, 3 h; 100 = double the neutral-control signal; AID 504775; actives 0.096% (n = 320,000);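 active = mean replicate activation of at least 60% and every replicate at or above 60%; inconclusive = mean or all-replicate condition met, but not both; inactive = mean below 60% and not all replicates reaching 60%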;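 also: 0% = median plate neutral-control signal and 100% = twice that signal; values of inactives mirror those of a sister screen read the other way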
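System: LDL receptor-deficient CHO ldlA cells overexpressing murine SR-BI | Timing: 3 h uptake period with compound, 37 °C | Medium: HEPES-buffered (25 mM, pH 7.4) F12 plus 0.5% BSA | Dosing: Single-point compound dose | Signal: Bottom-read fluorescence, 550/595 nm | Read-out: Retained DiI signal reflecting DiI-HDL uptake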
* hit, by the source's call; ? = inconclusive; . = not tested or not shown. The order is random (roughly 4.4% active in at least one column).

smiles	cardiac RTF act	HTR5A ag ctr	MITF TRPM1 HTS	Rtt109 Vps75	PvdQ inh	dFosB act	Wnt bcat act	SR-BI DiI inh	CDK5 p35 inh	SR-BI uptake up
COCCOC(=O)c1[nH]c2c(c1C)C(=O)CC(c1ccc(F)cc1)C2 (stereo unspecified)	1	-5	-12	-12	-12	4	-11	63	0.8	-63
COc1c(Br)cc(C(N)=O)cc1OCc1ccccc1	-3	5	-3	-13	-6	-10	.	12	-0.8	-12
OC(CNC1CCCC1)COc1ccc(Cl)cc1 (stereo unspecified)	-1	-2	.	7	-13	-2	-1	6	-0.2	-6
CCN(Cc1nc2cc(Cl)ccc2c(=O)[nH]1)C(=O)CN1C(=O)NC2(CCCCC2C)C1=O (stereo unspecified)	-6	4	3	-2	-4	-5	-2	-4	-1.3	4
CC(C)c1ccc(/C=C2\SC(=O)N(CC(=O)NCCCn3ccnc3)C2=O)cc1	2	0	72	21	-8	-11	21	-2	1.6	2
CC(=O)N1c2ccccc2Oc2cc3ccccc3cc21	1	1	38	-4	8	-3	?	31	0.6	-31
CNc1nc(SC)nc2ccsc12	0	-3	0	-7	-13	-7	.	-21	1.6	21
COc1ccc(CCNC(=S)N2CCN(S(=O)(=O)c3ccccc3)CC2)cc1	-5	-3	-4	11	-4	0	-3	9	0.5	-9
O=C(NNC(=O)c1ccc(NC(=O)c2ccccc2)cc1)c1ccc(F)cc1	1	-2	-8	5	-1	39*	-1	12	1.3	-12
Cc1ccc2nc(-c3ccc(NC(=O)CNC4CC4)cc3)sc2c1	11	6	54	3	3	-14	6	32	-3.5	-32
O=C(N/N=C/c1cccnc1)c1cccc(S(=O)(=O)Nc2cccc(Cl)c2)c1	4	8	-5	-2	4	31*	1	-14	1.7	14
O=C(N/N=C1\CC(c2ccccc2)Oc2ccccc21)c1ccc(O)cc1 (stereo unspecified)	-2	0	2	19	-12	-5	3	.	1.0	.
O=C(Nc1ccc(Cl)cc1)OCc1cn(-c2ccccc2)nn1	2	1	10	-2	2	2	-1	2	0.1	-2
Cc1ccc2c(CC(=O)OC(C)C(=O)Nc3ncc(Cl)cc3Cl)coc2c1 (stereo unspecified)	-7	4	-7	-16	-12	-3	-1	11	2.9	-11
O=c1c(Br)c(Br)cnn1-c1ccccc1	-1	3	-92	-1	-1	1	-9	-19	-0.4	19
CCOC(=O)c1[nH]c2ccc(Cl)cc2c1NC(=O)/C=C/c1ccc2c(c1)OCO2	-2	3	-33	-3	-19	3	-1	36	0.3	-36
O=C(O)c1cc(-c2ccc3ccccc3c2)nc2ccc(F)cc12	-5	-2	4	1	-12	-13	1	-19	1.7	19
CC(C)(C)N(Cc1ccccc1)C(=O)COC(=O)CNS(=O)(=O)c1ccc2ccccc2c1	2	7	0	-2	-5	-20	-2	16	-0.4	-16
O=C(N/N=C/c1cc(Cl)cc([N+](=O)[O-])c1O)c1ccccc1NS(=O)(=O)c1cccs1	0	4	9	17	-5	-7	-2	.	-2.5	.
O=C(CSc1nnc(-c2ccncc2)o1)c1ccc2c(c1)OCCO2	-3	5	-6	-13	-11	-4	-1	-10	-3.0	10
Cn1c(SCC(=O)c2ccccc2)ncc(C(=O)Nc2ccc(F)cc2)c1=O	4	1	10	-5	7	-3	12	-11	0.7	11
COCCN1C(=O)N(c2cccc(OC)c2)C(=O)C1CC(=O)Nc1ccc(Cl)cc1 (stereo unspecified)	-6	1	9	-1	-2	-1	2	6	0.0	-6
CCOc1ccc(S(=O)(=O)N2CCOCC2)cc1NC(=O)C1=COCCO1	-8	0	6	7	-12	-4	0	2	-3.6	-2
COc1ccc(CN(C)CC(=O)NC(=O)NCc2ccccc2)c(OC)c1	0	7	-8	-4	5	-8	-5	8	-0.3	-8
Cc1ccc2c(n1)CC(C)(C)C/C2=N\O	-2	9	2	-14	15	-4	.	1	-0.4	-1
O=C(O)C1CC=CCC1C(=O)Nc1cccc(C(=O)N2CCCCC2)c1 (stereo unspecified)	6	3	2	-3	-13	0	-1	-30	-0.3	30
CC(C)C(=O)Nc1ncc2c(n1)CC(c1cccs1)CC2=O (stereo unspecified)	11	0	9	5	7	0	.	-6	0.8	6
CC1CCN(S(=O)(=O)c2ccc3c(c2)N(CC(=O)NCCCN(Cc2ccccc2)C(C)C)C(=O)CO3)CC1	-8	6	-10	21	10	-10	-1	-12	0.5	12
O=C(NCc1cnn(-c2ccccc2)c1)C1CCC(=O)N(C2CC2)C1 (stereo unspecified)	-8	-3	-13	-3	-1	-9	0	-53	0.0	53
COc1cccc(-c2nn(-c3ccccc3)cc2C(=O)OCC(=O)Nc2ncc(Cl)cc2Cl)c1	-1	-2	-1	-4	-6	3	3	-9	0.8	9
COc1ccc(C(=O)Cn2c(N3CCCCC3)nc3c2c(=O)n(C)c(=O)n3C)cc1OC	-1	0	-4	-3	-9	-7	2	.	0.7	.
CC(C)C(OC(=O)c1cccs1)C(=O)NCc1ccc(F)cc1 (stereo unspecified)	-2	5	9	4	2	2	0	0	-0.1	0
CC(=O)c1cccc(NC(=O)N2CCOCC2)c1	3	3	6	-20	2	-1	1	-3	1.4	3
CCOC(=O)C1=C(C)NC(SCc2cc(=O)[nH][nH]2)=C(C#N)C1c1cccs1 (stereo unspecified)	-2	-1	6	16	-9	-5	-1	11	-1.0	-11
Nc1nonc1-n1nnc(C(=O)N/N=C/c2ccc(F)cc2)c1-c1ccc2c(c1)OCO2	-2	-1	-1	3	-6	4	-3	16	0.5	-16
O=c1[nH]cc(COCc2ccccc2)c(=O)[nH]1	3	-2	2	-7	-18	3	.	-38	0.6	38
CNCc1c(OCc2ccccc2)ccc2ccccc12	12	-3	.	8	-9	-6	-3	-7	1.1	7
CSc1ccccc1NC(=O)c1cc(C(C)C)on1	6	1	.	-6	-17	-8	.	21	1.6	-21
O=C(Nc1ccc(S(=O)(=O)N2CCOCC2)cc1)c1cccc([N+](=O)[O-])c1	7	-2	.	1	-5	-6	1	11	-0.6	-11
O=C(Oc1ccccc1N1C(=O)C2CCCCC2C1=O)c1ccccc1 (stereo unspecified)	3	-2	5	16	9	-9	0	-18	-0.1	18
O=C(CN1CCC(C(=O)c2ccc(F)cc2)CC1)Nc1ccccc1Cl	-7	-5	-2	5	0	1	-3	-15	0.3	15
CCCCn1c(/N=C/c2ccc3c(c2)OCO3)nc2ccccc21	-3	-2	-2	-4	2	-4	3	1	-1.0	-1
O=C(Cn1c(=O)oc2cc(S(=O)(=O)N3CCCCC3)ccc21)N1CCCCC1	-4	3	-9	-18	-10	-1	-1	19	1.2	-19
COc1ccc(NC(=S)Nc2ccc(Oc3ccccc3)cc2)cc1	1	-5	1	12	18	0	.	32	0.6	-32
COc1ccc(-n2nc(C(=O)NCc3ccco3)c3c4ccccc4n(C)c3c2=O)cc1	-3	-3	-15	-4	-7	2	-7	18	-0.7	-18
CN(C)/C=C(\C=O)c1c(Cl)cccc1Cl	6	-3	6	0	-9	-4	-2	-4	-0.4	4
Cc1ccc(NC(=O)/C=C/c2ccco2)cc1S(=O)(=O)N1CCCCCC1	6	6	-11	2	-8	-12	19	68	0.0	-68
COc1cc(C(=O)NC(C)c2ccc(-n3ccnc3)cc2)cc(OC)c1C (stereo unspecified)	-3	2	-4	6	-3	-13	-4	.	-1.3	.
O=C(NNc1cccc(Cl)n1)C1CC1	1	5	-5	14	2	3	-1	-18	-1.3	18
Cc1nc2c3cc(F)ccc3n(Cc3ccccc3F)c2s1	-2	-1	-12	9	6	-9	0	32	1.2	-32

Other compounds follow:
smiles	cardiac RTF act	HTR5A ag ctr	MITF TRPM1 HTS	Rtt109 Vps75	PvdQ inh	dFosB act	Wnt bcat act	SR-BI DiI inh	CDK5 p35 inh	SR-BI uptake up
NC(=O)C1CCN(C(=O)CN(c2ccc3c(c2)OCCO3)S(=O)(=O)c2ccccc2)CC1	6	4	-5	-14	-8	2	-3	-3	0.2	3
CCCCN(C)CCNC(=O)C(NC(=O)C1CCC(C)CC1)C(C)C (stereo unspecified)	2	2	0	-28	10	-6	1	.	-3.6	.
CC1(C)Cc2c(c(-c3ccccc3)nc(N3CCOCC3)c2C(N)=O)CO1	-3	4	-6	-1	-16	0	-4	-6	2.0	6
COc1ccccc1CN(C)C(=O)c1cccc(S(=O)(=O)N2CCc3ccccc3C2)c1	4	-2	5	1	-23	-5	3	-16	-0.5	16
COc1cccc(-c2cc(C(=O)N3CCN(c4ccccc4OC)CC3)no2)c1	3	3	3	.	5	-6	1	3	1.1	-3
COc1ccc(/C(N)=N/OC(=O)c2ccc3c(c2)OCO3)cc1OC	4	7	?	-4	-9	-4	16	-15	-3.7	15
O=C(NCc1ccncc1)C(=O)C1C(=O)Nc2ccccc21 (stereo unspecified)	7	1	-19	-6	12	-3	-2	-24	1.6	24
Cc1cccc(C(=O)O/N=C(\N)CS(=O)(=O)c2ccccc2)c1	7	-3	11	-6	-4	2	4	-2	-0.5	2
CCCCCCNc1nc(-c2ccc(OC)cc2)c(CCC(=O)O)s1	5	2	-8	3	-15	-3	10	-6	-0.3	6
C/C(CCc1ccc2c(c1)OCO2)=N\N=C1\NC(=O)CC(C(=O)Nc2ccc(Cl)cc2)S1 (stereo unspecified)	7	6	5	4	-15	-20	-2	-10	-1.1	10
Nc1ccccc1SCCS(=O)(=O)c1ccc(Cl)cc1	5	6	-20	.	0	-7	4	-36	-1.5	36
CC1(CCc2ccc3c(c2)OCO3)NCCc2c1[nH]c1ccccc21 (stereo unspecified)	11	-1	6	6	-3	-7	0	13	0.1	-13
O=C(CN1CCOCC1)N1c2ccccc2Sc2ccccc21	1	1	2	-7	-13	3	4	-19	-1.1	19
COc1ccccc1NC(=S)N(CCN1CCCCCC1)Cc1cccs1	5	0	-4	12	1	-5	1	-21	-2.5	21
COc1cc(S(=O)(=O)N(Cc2ccc(C)cc2)C2CCCCC2)ccc1-n1cnnn1	-2	-1	-10	0	-11	-15	.	14	-2.2	-14
COc1ccc2[nH]c3nc(SCc4nnc(-c5ccc(C)cc5)o4)nnc3c2c1	5	2	.	-7	-11	-3	.	22	0.0	-22
COCCN1C(=O)N[C@@H](CCc2ccccc2)[C@H](C(C)=O)[C@H]1C	-3	0	-1	-8	-7	-3	-2	-8	0.7	8
CN(CC(=O)Nc1ccccc1Br)CC(=O)Nc1ccccc1C(F)(F)F	0	-3	12	8	-14	-4	2	-1	0.6	1
CCCS(=O)(=O)N1CCCC(C(=O)NCCN(C)Cc2ccccc2)C1 (stereo unspecified)	1	2	-6	-3	-5	-5	.	-5	1.6	5
CN(C)S(=O)(=O)c1ccc(N2CCCC2)c(C(=O)NNC(=O)c2ccccc2)c1	-2	-1	-3	5	4	-5	9	-32	0.0	32
